Screening data as filed in PubChem BioAssay.
Apoferritin bind: binds horse apoferritin like a general anesthetic | P02791 | apoferritin/1-aminoanthracene competitive binding, fluorescence | Potency, µM (titrated, usually from 77.5 µM), inactives show top-dose activity change, negative = displacement, usual class: inhibitors | hit rate 0.074% among 350,000 | AID 485281; further: potency means the concentration at half of the fitted maximal effect; on the % scale 0 is the no-effect control and ±100 the full control effect; nearly all actives have a fitted effect of over 20% in size
Target sequence (P02791 2-175 limits assumed): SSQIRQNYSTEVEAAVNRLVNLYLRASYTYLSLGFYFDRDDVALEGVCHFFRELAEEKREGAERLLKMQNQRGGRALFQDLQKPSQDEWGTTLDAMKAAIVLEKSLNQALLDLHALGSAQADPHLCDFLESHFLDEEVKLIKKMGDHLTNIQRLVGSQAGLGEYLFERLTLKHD
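Concentration-response curves derived by four-parameter Hill fitting of normalized fluorescence, where compounds displaced 1-AMA from 10 uM horse apoferritin following a brief 10 min room-temperature incubation; propofol titration acted as positive control.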
APEX1 inh: inhibitors of human APE1 endonuclease. Potency, µM (series often up to 65.8 µM), for the others: top-dose activity change, negative = inhibition, usual class: inhibitors. AID 2517. P27695. hit rate 0.35% among 350,000. recombinant APE1, TAMRA/BHQ-2 abasic DNA cleavage fluorescence;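 further: potency means the concentration at half of the fitted maximal effect; plate controls were vehicle for no effect and reference inhibitor for full effect; nearly all actives have a fitted effect of over 55% in size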
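Kinetic fluorescence read (525 ex/598 em nm, three reads 60 s apart) of AP-site incision; signal = third minus first read. Enzyme 0.75 nM, dual-labelled THF duplex 50 nM, compound preincubation 15 min RT.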
Pol iota inh: blocks human DNA polymerase iota activity. Q9UNA4. Pol iota fluorescent replication assay, 10 min. Potency, µM (series often up to 115 µM), for inactives: at the highest dose activity, negative = inhibition, usual class: inhibitors. hit rate 1% among 390,000. AID 588590; further: potency means the concentration at half of the fitted maximal effect
Target sequence (Q9UNA4 whole entry, looked up): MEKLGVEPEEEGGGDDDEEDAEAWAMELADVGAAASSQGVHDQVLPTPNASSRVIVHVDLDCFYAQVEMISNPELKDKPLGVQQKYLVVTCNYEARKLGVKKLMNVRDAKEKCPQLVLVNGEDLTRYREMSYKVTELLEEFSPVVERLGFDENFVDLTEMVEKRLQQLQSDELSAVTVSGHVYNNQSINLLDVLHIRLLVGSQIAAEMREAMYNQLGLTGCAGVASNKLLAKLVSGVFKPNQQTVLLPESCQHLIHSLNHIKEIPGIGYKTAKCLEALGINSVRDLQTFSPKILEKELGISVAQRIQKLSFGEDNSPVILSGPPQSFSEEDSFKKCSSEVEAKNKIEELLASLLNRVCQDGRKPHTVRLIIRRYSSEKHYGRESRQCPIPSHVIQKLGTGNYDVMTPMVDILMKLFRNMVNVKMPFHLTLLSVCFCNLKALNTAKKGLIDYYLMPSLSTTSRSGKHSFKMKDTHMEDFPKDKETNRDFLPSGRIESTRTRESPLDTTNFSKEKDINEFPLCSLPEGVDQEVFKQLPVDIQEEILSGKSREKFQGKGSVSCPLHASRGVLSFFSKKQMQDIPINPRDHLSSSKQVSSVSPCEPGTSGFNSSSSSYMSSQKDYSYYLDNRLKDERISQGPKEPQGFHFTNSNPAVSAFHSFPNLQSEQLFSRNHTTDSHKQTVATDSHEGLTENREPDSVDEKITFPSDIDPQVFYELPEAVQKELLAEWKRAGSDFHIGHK
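Fluorescent replication assay read twice, at 0 min and 10 min after adding 50 nM (final) substrate. Enzyme (10 nM) and compounds were first incubated 15 min at room temperature; enzyme-free buffer wells were negative controls.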
POLB inh: DNA polymerase beta (human) inhibition; P06746; Pol beta primer extension/strand displacement, fluorescence kinetic; Potency, µM (top dose mostly 114 µM), for inactives: at the highest dose activity change, negative = inhibition, hits mostly inhibitors; hit rate 1.3% among 340,000; AID 485314; further: potency means the concentration at half of the fitted maximal effect; on the % scale 0 is the no-effect control and ±100 the full control effect
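Values derive from four-parameter Hill fits of normalized kinetic data: reads at 0 and 10 min following addition of 50 nM substrate to 10 nM Pol beta preincubated 15 min with compound.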
POLH inh: inhibitors of human DNA polymerase eta. recombinant Pol eta, fluorescent DNA replication assay. Potency, µM (top dose mostly 114 µM), for inactives: at the top dose activity change, negative = inhibition, hits mostly inhibitors. hit rate 1.2% among 390,000; further: potency means the concentration at half of the fitted maximal effect; on the % scale 0 is the no-effect control and ±100 the full control effect
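Pol eta at 10 nM preincubated with compounds 15 min at room temperature; reaction started with fluorescent substrate (50 nM final) and read kinetically at 0 and 10 min.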
BLM inh: Bloom syndrome helicase (human) inhibition. P54132. recombinant BLM DNA unwinding, fluorescence dequenching. Potency, µM (highest dose often 56.1 µM), for the others: at the top dose activity change, negative = inhibition, hits mostly inhibitors. hit rate 0.2% among 350,000. AID 2528;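 further: potency means the concentration at half of the fitted maximal effect; plate controls were vehicle for no effect and no enzyme for full effect; nearly all actives have a fitted effect of over 35% in size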
PGK inhibitor: inhibitors of T. brucei phosphoglycerate kinase | PGK/GAPDH coupled, Kinase-Glo luminescence, 60 min | Potency, µM (doses to about 57.5 µM), without a hit: at the top dose activity change, negative = inhibition, hits mostly inhibitors | hit rate 0.043% among 380,000; further: potency means the concentration at half of the fitted maximal effect; on the % scale 0 is the no-effect control and ±100 the full control effect; nearly all actives have a fitted effect of over 60% in size
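Recombinant glycosomal PGK reaction used 1,3-bisphosphoglycerate generated in-well by GAPDH (100nM final) in 100mM TEA pH 7.6, 5mM MgCl2, 0.01% Tween-20. After 60 minutes at room temperature, ATP was read by Kinase-Glo Plus luminescence end-point.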
POLK inh: blocks human DNA polymerase kappa activity. Potency, µM (series often up to 107 µM), without a hit: at the top dose activity, negative = inhibition, actives largely listed as inhibitors. hit rate 0.53% among 400,000. Q9UBT6. purified Pol kappa, fluorescent DNA synthesis assay, 10 min; further: potency means the concentration at half of the fitted maximal effect; on the % scale 0 is the no-effect control and ±100 the full control effect
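Readout: fluorescence, taken kinetically at 0 and 10 min. Conditions: 10 nM Pol kappa, 15 min RT compound preincubation, 50 nM substrate final. Controls: enzyme-free buffer wells.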
RXFP1 antag: antagonists of human relaxin receptor RXFP1; HEK293-RXFP1, relaxin-stimulated cAMP HTRF, 30 min; stronger effect = lower value; activity change, negative = inhibition, % at 57.5 µM; hit rate 0.59% among 350,000; AID 1259400;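 active means activity change of -60% or lower, but not beyond a set lower limit; inconclusive means change between -60% and -40%, or beyond the set limit; inactive means change above -40%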; further: on the % scale 0 is the no-effect control and ±100 the full control effect
The depositor's hits bear a star; i = inactive; ? = inconclusive; nt = not tested or not shown; [ ] = remark or other dose. Unless noted, the call rests on the fitted dose curve; in most records, active means well fitted curve in the direction sought with a large enough effect; inconclusive means small, poorly fitted or top-dose-only effect, or another doubt; inactive means no such curve, though single readings can be large; an effect the other way counts as inactive or inconclusive. The list is partial (hit frequency here may not be typical).

SMILES	Apoferritin bind	APEX1 inh	Pol iota inh	POLB inh	POLH inh	BLM inh	PGK inhibitor	POLK inh	RXFP1 antag
Cc1cccc(NC(=O)CSc2nc(-c3cccs3)nc3cc(=O)[nH]n23)c1	2%	nt	?	?	-8%	-6%	-10%	-31%	-22
COc1ccc(S(=O)(=O)N2CCN(C3CCN(Cc4ccccc4)CC3)CC2)cc1	-14%	5%	-3%	-21%	-18%	0%	-7%	-4%	-11
O=C(/C=C/c1ccc2c(c1)OCO2)NCc1ccncc1	-10%	3%	-23%	0%	-16%	3%	0%	0%	10
OCC[C@@H]1C[C@@H](O)[C@H](O)[C@]2(CCc3ccccc3O2)O1	-10%	18%	-4%	58%	3%	-3%	-3%	0%	nt
COc1ccc(S(=O)(=O)N2CCCCCC2)cc1C(=O)OCc1c(C)noc1C	?	-2%	-6%	1%	-9%	-4%	0%	-6%	14
CC(C)[N+]1(C)[C@@H]2CC[C@H]1CC(OC(=O)[C@@H](CO)c1ccccc1)C2 (stereo partly drawn)	9%[29.3 µM]	-3%	nt	nt	nt	0%	nt	-9%[19.4 µM]	nt
CCC(=O)N/C(=N/c1nc(C)cc(C)n1)Nc1ccc(OC)cc1	-13%	0%	-1%	1%	-14%	-9%	i	2%	10
COCCCNC(=S)N(CCN(C)C)Cc1cc2cc3c(cc2[nH]c1=O)OCCO3	164%[activator]	30%	185%[activator]	-19%	-8%	4%	-2%	3%	-4
CCC(NC(=S)Nc1ccccc1)C(=O)O (stereo not drawn)	-3%	16%	15%	23%	-15%	-7%	5%	2%	9
O=C(CSc1nnc2c(Cl)cc(C(F)(F)F)cn12)Nc1ccc2c(c1)OCO2	-17%	3%	-3%	29%	-10%	-4%	-9%	-6%	0
CCc1nnc(NS(=O)(=O)c2ccc(NC(=S)NC(=O)/C=C/c3ccc(C(C)C)cc3)cc2)s1	?	-5%	25µM*	45µM*	45µM*	-20%	nt	-14%	-20
CCOC(=O)c1sc2nc(C)nc(NCc3cccnc3)c2c1C	-12%	1%	47%[activator]	-1%	-7%	-1%	i	4%	12

Arranged by the number under APEX1 inh (falling): some entries from above.
SMILES	APEX1 inh
CCC(NC(=S)Nc1ccccc1)C(=O)O (stereo not drawn)	16%
COc1ccc(S(=O)(=O)N2CCN(C3CCN(Cc4ccccc4)CC3)CC2)cc1	5%
CCOC(=O)c1sc2nc(C)nc(NCc3cccnc3)c2c1C	1%
COc1ccc(S(=O)(=O)N2CCCCCC2)cc1C(=O)OCc1c(C)noc1C	-2%
CC(C)[N+]1(C)[C@@H]2CC[C@H]1CC(OC(=O)[C@@H](CO)c1ccccc1)C2 (stereo partly drawn)	-3%
CCc1nnc(NS(=O)(=O)c2ccc(NC(=S)NC(=O)/C=C/c3ccc(C(C)C)cc3)cc2)s1	-5%

The list goes on:
SMILES	Apoferritin bind	APEX1 inh	Pol iota inh	POLB inh	POLH inh	BLM inh	PGK inhibitor	POLK inh	RXFP1 antag
COc1ccc(CN2CCCC(C(=O)N3CCc4ccccc4C3)C2)cc1OC (stereo not drawn)	4%	-4%	7%	11%	0%	2%	-9%	-4%	-11
CCCCn1c(SCC(=O)OCC)nc2c1c(=O)[nH]c(=O)n2C	2%	0%	-16%	26%	-12%	0%	0%	-2%	1
CCOc1ccccc1NC(=O)NCCn1c(=O)oc2ccc(C)cc21	?	nt	-19%	-2%	-4%	5%	-9%	-4%	nt
CC1=NN(c2ccc([N+](=O)[O-])cc2)C(=O)/C1=C\N(C)C	-16%	-1%	-11%	-24%	-16%	-1%	-17%	-9%	-10
CCCNC(=O)C(Cc1ccccc1)NC(=O)c1ccc(-c2ccccc2)cc1 (stereo not drawn)	nt	35%	-9%	nt	-2%	nt	-9%	12%	nt
COc1cccc(C(=O)NC2(C(F)(F)F)N=C3SCCN3C2=O)c1 (stereo not drawn)	-3%	1%	?	-3%	-3%	1%	-1%	8%	-7
CCOC(=O)C1=CN(C(C)C)CCC1=O	nt	nt	7%	nt	2%	nt	-3%	-7%	nt
Cc1cc(C)nc(-n2nc(C)cc2NC(=O)c2cc3ccccc3oc2=O)n1	nt	nt	13%	nt	-19%	nt	-6%	-13%	-1
Nc1nc2c(F)cccc2s1	-2%	2%	24%	-14%	-16%	1%	-12%	-3%	1
CC1(C)CC(=O)C2=C(C1)OC(N)=C(C#N)C21C(=O)N(Cc2ccccc2Cl)c2ccccc21 (stereo not drawn)	-4%	8%	10%	?	-17%	0%	3%	-10%	-6
O=c1cc(N2CCN(c3ccc(F)cc3)CC2)[nH]c(=O)n1-c1cccc(Br)c1	2%	nt	10%	8%	-16%	-2%	i	-1%[60.1 µM]	-9
CCCCC(=O)OCc1c(-c2ccccc2)ncc2ccccc12	nt	-6%	24%	nt	-23%	nt	-2%	3%	nt

Printed as active in POLH inh (from the list above):
smiles | APEX1 inh | Pol iota inh | POLH inh | BLM inh | PGK inhibitor | POLK inh | RXFP1 antag
CCc1nnc(NS(=O)(=O)c2ccc(NC(=S)NC(=O)/C=C/c3ccc(C(C)C)cc3)cc2)s1 | -5% | 25µM* | 45µM* | -20% | nt | -14% | -20

Remaining list, next part
SMILES	Apoferritin bind	APEX1 inh	Pol iota inh	POLB inh	POLH inh	BLM inh	PGK inhibitor	POLK inh	RXFP1 antag
Cc1ccc([N+](=O)[O-])cc1NC(=O)Nc1ccc(S(N)(=O)=O)cc1	-5%	-2%	-3%	?	-4%	-10%	6%	-21%	-2
CCc1ccc(OCC(O)CN2CCN(c3ccc(OC)cc3)CC2)cc1 (stereo not drawn)	-12%	63%[activator]	?	2%	-8%	0%	i	-6%	-2
Cc1ccc2nc3c(cc(C(=O)NC4CCCCC4)c(=N)n3C3CCCCC3)c(=O)n2c1	0%	21%	20%	-13%	-1%	0%	i	-7%	-16
Cc1cc(=O)oc(C)c1C(=O)NCCc1ccc(F)cc1	-6%	2%	18%	44%[activator]	-3%	-1%	-9%	-2%	5
CCOC(=O)c1nnn(C(CC)C(=O)Nc2c(C)cccc2C)c1C(=O)OCC (stereo not drawn)	-7%	nt	20%	35%	7%	-2%	-5%	15%	-9
Cc1ccc(S(=O)(=O)CC(CN2CCOCC2)N2CCOCC2)cc1 (stereo not drawn)	-1%	-6%	41%[activator]	-7%	-26%	-4%	i	-4%	-4
O=C(COC(=O)C1CCN(S(=O)(=O)c2c(Cl)cccc2Cl)CC1)NCc1ccco1	nt	5%	-3%	nt	-10%	nt	i	-4%	-22
COc1cccc(CNC(=O)CCn2cnc3ccccc3c2=O)c1	-18%	nt	?	14µM*	-10%	-3%	-29%	-5%[60.1 µM]	-9
COc1ccccc1-n1c2nc3ccccc3nc2c2c(=O)n(-c3cc(C)cc(C)c3)cnc21	-14%	4%	4%	0%	-9%	-13%	-7%	-8%	-14
O=C(NCC(=O)N1CCN(S(=O)(=O)/C=C/c2ccccc2)CC1)c1ccc(Cl)cc1	-3%	4%	-13%	7%	13%	-3%	-1%	3%	-3
Oc1cccc(Nc2ncnc3ccccc23)c1	7%	0%	29%	-27%	2%	0%	nt	2%	-3
O=C(Nc1ccccc1C(=O)N1CCCCCC1)c1ccc(Cl)cc1	-1%	3%	83%[activator]	1%	-9%	-3%	3%	2%	-7

By substructure, those above containing a Cl atom (five)
SMILES	Apoferritin bind	APEX1 inh	Pol iota inh	POLB inh	POLH inh	BLM inh	PGK inhibitor	POLK inh	RXFP1 antag
O=C(CSc1nnc2c(Cl)cc(C(F)(F)F)cn12)Nc1ccc2c(c1)OCO2	-17%	3%	-3%	29%	-10%	-4%	-9%	-6%	0
CC1(C)CC(=O)C2=C(C1)OC(N)=C(C#N)C21C(=O)N(Cc2ccccc2Cl)c2ccccc21 (stereo not drawn)	-4%	8%	10%	?	-17%	0%	3%	-10%	-6
O=C(COC(=O)C1CCN(S(=O)(=O)c2c(Cl)cccc2Cl)CC1)NCc1ccco1	nt	5%	-3%	nt	-10%	nt	i	-4%	-22
O=C(NCC(=O)N1CCN(S(=O)(=O)/C=C/c2ccccc2)CC1)c1ccc(Cl)cc1	-3%	4%	-13%	7%	13%	-3%	-1%	3%	-3
O=C(Nc1ccccc1C(=O)N1CCCCCC1)c1ccc(Cl)cc1	-1%	3%	83%[activator]	1%	-9%	-3%	3%	2%	-7

Later entries:
SMILES	Apoferritin bind	APEX1 inh	Pol iota inh	POLB inh	POLH inh	BLM inh	PGK inhibitor	POLK inh	RXFP1 antag
O=C(Cn1ccc2ccccc2c1=O)NCCC(=O)N1CCN(c2cccc(C(F)(F)F)c2)CC1	-21%	-4%	16%	16%	4%	1%	-12%	-12%	-16
Cc1ccccc1Oc1ccc2c(c1)[C@@H]1C[C@H](N(C)C(=O)NC3CCCCC3)[C@H]([C@H](C)O)C(=O)N1CC2	nt	nt	15%	nt	-15%	nt	-9%	1%	nt
CC(C)OC(=O)c1cccnc1N1CCN(c2cccc(Cl)c2)CC1	-13%	-3%	9%	?	-29%	-9%	8%	-6%	?
CCc1ccc(OCC(=O)Nc2ccc3oc(-c4ccc(OC)cc4)nc3c2)cc1	34%[activator]	nt	-13%	24%	?	-10%	-2%	2%	-4
Cc1cccc(NC2=C/C(=N/S(=O)(=O)c3cccs3)c3ccccc3C2=O)c1	-19%	31%[activator]	-8%	0%	-10%	-12%	-10%	-17%	17
Cc1nc2c(C)cccn2c(=O)c1NC(=O)c1cccc2ccccc12	nt	0%	49%[activator]	nt	1%	nt	i	-19%	-4
COc1ccc(C(=O)Nc2ncccc2C)cc1S(=O)(=O)N1CCCc2ccccc21	nt	18%	14%	nt	-12%	nt	i	-1%	-9
CCc1nc2ccc(C(=O)N3CCN(c4cc(Cl)ccc4C)CC3)cc2nc1CC	?	nt	17%	1%	-18%	-5%	i	-1%[60.1 µM]	-64*
C[C@@H]1CN([C@@H](C)CO)C(=O)c2cc(NC(=O)Nc3ccc4c(c3)OCO4)ccc2O[C@H]1CN(C)S(=O)(=O)c1cn(C)cn1	nt	19%	15%	nt	-20%	nt	-16%	9%	nt
